TEAD-YAP block: TEAD-YAP interaction inhibition; inhibition, % at 9.12 µM; hit rate 1.4% among 640,000; HEK-TIYL cells, TEAD-Gal4/YAP UAS-luciferase luminescence; AID 1259422; in the data active means inhibition above about 32%;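 further: 0% = median of test compound wells and 100% = reference inhibitor wells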
FBW7 act: human FBW7 E3 ligase activation, primary screen. Q969H0. hit rate 0.13% among 650,000. normalized activity (activation), % at 26.1 µM. AID 1259310. AlphaScreen FBW7–phospho-cyclin E peptide binding, activator screen; in the data active means normalized activity above about 1.9%;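 further: purified mutant Fbw7 with reduced substrate affinity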
MITF inh: inhibitors of human MITF | AlphaScreen MITF homodimerization, bead proximity signal | hit rate 0.91% among 650,000 | O75030 | AID 1259374 | inhibition, % at 2.6 µM; in the data active means inhibition above about 50%;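 further: 0% = vehicle wells with protein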
Target sequence (O75030 whole entry, looked up): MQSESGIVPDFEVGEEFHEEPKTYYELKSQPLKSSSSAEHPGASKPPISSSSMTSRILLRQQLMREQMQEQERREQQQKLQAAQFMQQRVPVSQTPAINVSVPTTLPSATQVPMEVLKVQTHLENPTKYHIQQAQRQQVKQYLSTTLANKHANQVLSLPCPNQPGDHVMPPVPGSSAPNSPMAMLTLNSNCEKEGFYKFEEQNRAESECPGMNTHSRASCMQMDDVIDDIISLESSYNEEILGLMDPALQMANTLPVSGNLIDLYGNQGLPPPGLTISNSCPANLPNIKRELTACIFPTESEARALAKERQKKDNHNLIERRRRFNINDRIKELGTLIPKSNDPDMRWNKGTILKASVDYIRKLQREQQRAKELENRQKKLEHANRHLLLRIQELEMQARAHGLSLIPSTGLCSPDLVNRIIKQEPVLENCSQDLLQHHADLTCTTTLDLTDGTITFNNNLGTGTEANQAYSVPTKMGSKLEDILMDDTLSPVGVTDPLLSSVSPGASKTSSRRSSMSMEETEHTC
GPR151 activ: human GPR151 activation; activation, % at 11.2 µM; PathHunter beta-arrestin GPR151 cells, luminescence; Q8TDV0; hit rate 1% among 650,000; in the data active means activation above about 4.9%;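 further: 0% = median of compound wells and 100% = cells with positive control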
Target sequence (Q8TDV0 whole entry, looked up): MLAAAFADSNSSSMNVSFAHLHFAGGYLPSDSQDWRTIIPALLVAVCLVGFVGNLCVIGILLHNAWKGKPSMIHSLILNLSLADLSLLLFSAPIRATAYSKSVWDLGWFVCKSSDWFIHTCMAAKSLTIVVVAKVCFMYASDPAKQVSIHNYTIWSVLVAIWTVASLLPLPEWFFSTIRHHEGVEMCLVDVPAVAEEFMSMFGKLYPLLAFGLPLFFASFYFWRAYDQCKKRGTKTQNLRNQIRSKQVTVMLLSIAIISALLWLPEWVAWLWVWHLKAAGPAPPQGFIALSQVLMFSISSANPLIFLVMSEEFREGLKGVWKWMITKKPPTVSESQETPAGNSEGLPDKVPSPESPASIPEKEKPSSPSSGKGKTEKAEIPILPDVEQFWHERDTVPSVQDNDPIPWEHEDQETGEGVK
* = called active by the depositor; & = joins results of further samples.

How did O=C1N[C@H](Cc2ccc(O)cc2)C(=O)N2C[C@@H](NCc3ccc(F)cc3F)C[C@@H]12 do in these assays?
TEAD-YAP block: -5; FBW7 act: 0.0; MITF inh: 6; GPR151 activ: 2.5

Results for COc1ccc([N+](=O)[O-])cc1/C=N/NC(=O)COc1ccccc1[N+](=O)[O-] ?
TEAD-YAP block: -6; FBW7 act: 0.1; MITF inh: 10; GPR151 activ: -0.5

What do the screens show for `Cc1ncc2c(c1CNC(=O)c1ccco1)CCN(C(=O)c1cn3ccccc3n1)C2`?
TEAD-YAP block: 4; FBW7 act: -0.1; MITF inh: 1; GPR151 activ: 3.3

How did O=C(Nc1ccccc1)OCC(CN1CCCCC1)OC(=O)Nc1ccccc1 (stereo not drawn) do in these assays?
FBW7 act: -0.1; MITF inh: -5; GPR151 activ: 0.5

What do the screens show for `COc1ccc(CNc2c(-c3cc(OC)c(OC)c(OC)c3)nc3cnccn23)cc1`?
TEAD-YAP block: 14; FBW7 act: 0.8; MITF inh: 17; GPR151 activ: -0.1

What do the screens show for `COC(=O)C1=C(N)Oc2cc(C)oc(=O)c2C1c1ccc(Cl)cc1` (stereo not drawn)?
TEAD-YAP block: 6; FBW7 act: 0.0; MITF inh: 15; GPR151 activ: 1.7

How did COc1ccc(C(=O)Oc2ccc3c(=O)c(-c4ccc(OC)c(OC)c4)c(C(F)(F)F)oc3c2)cc1 do in these assays?
TEAD-YAP block: -2; FBW7 act: 0.0; MITF inh: -8; GPR151 activ: 1.4

Results for COC1CCCN(C(=O)CC2(c3ccccc3)CC(=O)N(CCc3ccccn3)C2=O)C1 (stereo not drawn) ?
TEAD-YAP block: -4; FBW7 act: -0.2; MITF inh: -7; GPR151 activ: -0.2

Results for CC1(C)CC(OC(=O)c2ccco2)CC(C)(C)N1OC(=O)c1ccco1 ?
TEAD-YAP block: 5; FBW7 act: 0.0; MITF inh: -14; GPR151 activ: -0.1

How did C=CC[N+](CC)(CC)CCCNC(=O)c1c(O)c2c([nH]c1=O)CCCC2 do in these assays?
TEAD-YAP block: 1; FBW7 act: 0.1; MITF inh: 16; GPR151 activ: 0.9

How did O=C(O)c1ccc(S(=O)(=O)c2ccc3c(c2)C(=O)N(Cc2cccnc2)C3=O)cc1 do in these assays?
TEAD-YAP block: 5; FBW7 act: -0.4; MITF inh: 12; GPR151 activ: -1.4

Results for CN(Cc1ccccc1)C(=O)CCc1nnc(CCc2c[nH]c3ccccc23)o1 ?
TEAD-YAP block: 0; FBW7 act: 0.1; MITF inh: 12; GPR151 activ: -0.7

Results for COc1cccc(NC(=O)CSc2nc3ccccc3n2CC(=O)N2CCCC2)c1 ?
TEAD-YAP block: -2; FBW7 act: -0.1; MITF inh: 5; GPR151 activ: -0.2

What do the screens show for `CN1CCN(c2ncc(-c3cccc(NS(C)(=O)=O)c3)n3ccnc23)CC1`?
TEAD-YAP block: -39; FBW7 act: -0.7; MITF inh: -9; GPR151 activ: -0.4

How did Cc1cccc(-c2nc3ccccc3c(=O)n2NC(=O)c2ccc(Cl)c([N+](=O)[O-])c2)c1 do in these assays?
TEAD-YAP block: 2; FBW7 act: 0.1; MITF inh: 4; GPR151 activ: 1.1

Results for CCOC(=O)C1=C(O)/C(=C/c2ccc(N3CCOCC3)o2)SC1=Nc1ccc(OCC)cc1 ?
TEAD-YAP block: 1; FBW7 act: -0.1; MITF inh: -2; GPR151 activ: -2.7

Results for CCCCc1ccc(N=Cc2nc(-c3ccc(Br)cc3)oc2O)cc1 ?
TEAD-YAP block: 1; FBW7 act: 0.1; MITF inh: 3; GPR151 activ: -0.4

Results for Cc1c(N(C)C2=NN=C(c3ccc([N+](=O)[O-])cc3)CS2)c(=O)n(-c2ccccc2)n1C ?
TEAD-YAP block: 11; FBW7 act: 0.1; MITF inh: 19; GPR151 activ: -1.7

How did CCCCNCCOc1ccccc1C do in these assays?
TEAD-YAP block: -6; FBW7 act: -0.2; MITF inh: -4; GPR151 activ: -1.4

What do the screens show for `CCN(CC)CCCC1(O)c2ccccc2-c2ccccc21`?
TEAD-YAP block: 4; FBW7 act: 0.1; MITF inh: 8; GPR151 activ: 0.7

What do the screens show for `CC1COC(c2cccn2Cc2ccc(Cl)cc2)=N1` (stereo not drawn)?
TEAD-YAP block: -1; FBW7 act: -0.1; MITF inh: 2; GPR151 activ: 2.2

What do the screens show for `Cc1cccc(C(=O)N2CCN3C(=O)[C@H](Cc4cnc[nH]4)NC(=O)[C@H]3C2)c1`?
TEAD-YAP block: 2; FBW7 act: 0.1; MITF inh: 16; GPR151 activ: -0.8

How did Clc1ccc(-c2nc(NCc3ccco3)c3ccccc3n2)c(Cl)c1 do in these assays?
TEAD-YAP block: -39; FBW7 act: 0.1; MITF inh: 14; GPR151 activ: -0.7

How did Cc1ccc2[nH]c(=O)c(CN(Cc3nnnn3CC3CCCO3)CC3CCCO3)cc2c1 (stereo not drawn) do in these assays?
TEAD-YAP block: -3; FBW7 act: 0.3; MITF inh: -1; GPR151 activ: 0.8

How did CCCCC1=NN2C(=N)/C(=C/c3ccc(OCCOc4ccc(OC)cc4)c(OCC)c3)C(=O)N=C2S1 do in these assays?
TEAD-YAP block: 12; FBW7 act: -0.2; MITF inh: 0; GPR151 activ: 1.6

How did O=C(C1CC1)N1CCc2cc(S(=O)(=O)N3CCN(c4cccc(Cl)c4)CC3)ccc21 do in these assays?
TEAD-YAP block: 5; FBW7 act: 0.0; MITF inh: 0; GPR151 activ: -0.5

What do the screens show for `CN(C)S(=O)(=O)c1ccc(C(=O)NC(=S)Nc2c(C(N)=O)oc3ccccc23)cc1`?
TEAD-YAP block: 13; FBW7 act: 0.0; MITF inh: -4; GPR151 activ: 1.4

Results for O=c1c2c3n(c4cc(Cl)c([N+](=O)[O-])cc4c-2nn1-c1ccccc1)CCC3 ?
TEAD-YAP block: 0; FBW7 act: -0.2; MITF inh: 10; GPR151 activ: -0.1

How did CCOC(=O)c1ccc(CNS(=O)(=O)c2ccc(OC)c(C)c2)o1 do in these assays?
TEAD-YAP block: -7; FBW7 act: 0.0; MITF inh: -8; GPR151 activ: 0.7

Results for COc1ccc(-c2nn(CCC(=O)O)cc2/C=C/C(=O)O)cc1OC ?
TEAD-YAP block: -5; FBW7 act: -0.1; MITF inh: -9; GPR151 activ: 0.5

How did O=C(O)CSCc1nc2scc(-c3cccs3)c2c(=O)[nH]1 do in these assays?
TEAD-YAP block: 0; FBW7 act: -0.1; MITF inh: -5; GPR151 activ: -0.2

What do the screens show for `COc1cc(C(=O)OC2CCOC2=O)ccc1OCc1ccccc1` (stereo not drawn)?
TEAD-YAP block: 0; FBW7 act: 0.1; MITF inh: 16; GPR151 activ: -0.3

What do the screens show for `CN(C)CCSc1cc(-c2cn[nH]c2)ccc1NC(=O)[C@H]1CCCCN1`?
TEAD-YAP block: 7; FBW7 act: 0.1; MITF inh: 6; GPR151 activ: 1.2

What do the screens show for `COc1ccc(-c2c[n+]3c(n2Cc2ccccc2)SCCC3)cc1`?
TEAD-YAP block: 4; FBW7 act: -0.1; MITF inh: -2; GPR151 activ: 0.2

Results for Cc1cc(-n2c(N)c(C(N)=O)sc2=S)ccc1Cl ?
TEAD-YAP block: -5; FBW7 act: 0.2; MITF inh: 12; GPR151 activ: -0.4

Results for C=C(C)CNC(=S)Nc1ccccc1I ?
TEAD-YAP block: -23&-65; FBW7 act: 0.0&0.1; MITF inh: 12&-6; GPR151 activ: -0.6&-0.8

How did CCOc1cccc2sc(N(Cc3ccccn3)C(=O)c3ccnn3C)nc12 do in these assays?
TEAD-YAP block: 2; FBW7 act: 0.0; MITF inh: -2; GPR151 activ: -0.8

What do the screens show for `CCCNc1nc2c(c(=O)[nH]c(=O)n2C)n1Cc1cccc(Br)c1`?
TEAD-YAP block: 8; FBW7 act: -0.1; MITF inh: 3; GPR151 activ: 0.5

How did COc1cc(-c2cnc3c(Nc4ccc(C(N)=O)cc4)nccn23)cc(OC)c1OC do in these assays?
TEAD-YAP block: -2; FBW7 act: 1.1; MITF inh: 22; GPR151 activ: -1.0

How did C=CCSc1nnc2c(n1)OC(c1cc(Br)cc(OCC)c1OC(C)=O)N(C(C)=O)c1ccccc1-2 (stereo not drawn) do in these assays?
TEAD-YAP block: 3; FBW7 act: 0.0; MITF inh: -12; GPR151 activ: 1.2

Results for CCc1cccc(C)c1NC(=O)CN1CCN(C(C)=O)CC1 ?
TEAD-YAP block: 0; FBW7 act: 0.1; MITF inh: 11; GPR151 activ: -1.1

Results for O=C(CN1C(=O)COc2ccccc21)NC1CCCCCCC1 ?
TEAD-YAP block: -27; FBW7 act: 0.1; MITF inh: -12; GPR151 activ: -0.4

Results for O=C(Nc1ccc(S(=O)(=O)c2ccc(NC(=O)c3cccc(Cl)c3)cc2)cc1)c1cccc(Cl)c1 ?
TEAD-YAP block: 3; FBW7 act: -0.1; MITF inh: -4; GPR151 activ: 1.8

What do the screens show for `CCOC(=O)c1[nH]c2ccccc2c1NC(=O)Cc1ccc(OCC)cc1`?
TEAD-YAP block: 0; FBW7 act: 0.0; MITF inh: -5; GPR151 activ: -0.7

What do the screens show for `COc1ccccc1NC(=O)Cc1noc(CSc2nnc(-c3ccccc3)o2)n1`?
TEAD-YAP block: -11; FBW7 act: 4.5*; MITF inh: 9; GPR151 activ: 0.4

How did COc1ccccc1N1CCN(C(=O)Nc2cccc(Cl)c2)CC1 do in these assays?
TEAD-YAP block: -32; FBW7 act: -0.1; MITF inh: -3; GPR151 activ: -1.5

What do the screens show for `CC(C)(C)NC(=O)COc1ccc(S(=O)(=O)Nc2ccc(F)cc2)cc1`?
TEAD-YAP block: 4; FBW7 act: 0.1; MITF inh: 9; GPR151 activ: -1.2

What do the screens show for `O=C(Nc1ccccc1-c1ccccc1)c1csnn1`?
TEAD-YAP block: 5; FBW7 act: 0.1; MITF inh: -3; GPR151 activ: -0.7

How did N#CCn1cnc2sc3c(c2c1=O)CCCC3 do in these assays?
TEAD-YAP block: 12; FBW7 act: 0.0; MITF inh: -6; GPR151 activ: 1.3

What do the screens show for `CCC(=O)Nc1c(C(=O)Nc2ccc3c(c2)OCCO3)oc2ccccc12`?
TEAD-YAP block: -48; FBW7 act: -0.3; MITF inh: -8; GPR151 activ: 0.4

What do the screens show for `O=C(CC1CC1)Nc1cnc2cnc(-c3cncnc3)cn12`?
TEAD-YAP block: 5; FBW7 act: -0.1; MITF inh: 11; GPR151 activ: 1.3

Results for COc1ccc(Cl)cc1N1C(=O)CN(Cc2cccs2)C1=S ?
TEAD-YAP block: 16; FBW7 act: 0.6; MITF inh: 22; GPR151 activ: -0.9

What do the screens show for `CCOC(=O)/C(C(=O)Nc1ccc(Br)cc1)=C1/NC(C)(C)Cc2ccccc21`?
TEAD-YAP block: -1; FBW7 act: 0.0; MITF inh: 11; GPR151 activ: -0.2

How did COc1ccc(OCC(=O)N/N=C/c2ccncc2)c(I)c1 do in these assays?
TEAD-YAP block: 5; FBW7 act: 0.0; MITF inh: -15; GPR151 activ: 0.2

Results for O=C(Nc1cc(C(=O)N2CCN(c3ccccc3)CC2)ccc1N1CC2CC(C1)c1cccc(=O)n1C2)c1ccc(Br)o1 (stereo not drawn) ?
TEAD-YAP block: -5; FBW7 act: 0.0; MITF inh: -5; GPR151 activ: -0.3

How did COc1ccccc1-n1nc(C(=O)Nc2cccc(C(F)(F)F)c2)c2ccccc2c1=O do in these assays?
TEAD-YAP block: 0; FBW7 act: -0.2; MITF inh: -9; GPR151 activ: -1.3

What do the screens show for `CCOc1ccc(NC(=O)CSc2nc3ccccc3s2)cc1`?
TEAD-YAP block: -11; FBW7 act: 0.0; MITF inh: -1; GPR151 activ: -0.3

How did Cc1ccc(CNCc2ccc(Br)o2)cc1 do in these assays?
TEAD-YAP block: -7; FBW7 act: 0.0; MITF inh: 34; GPR151 activ: -0.3

High-throughput results as filed in PubChem.
